Screens: PubChem, National Center for Advancing Translational Sciences (NCATS)
FBPA coupling cs: qHTS Assay for Inhibitors of Fructose-1,6-bisphosphate Aldolase from Giardia Lamblia: Coupling assay counterscreen. coupling enzyme system counterscreen, AmpLite Red fluorescence. activity change, negative = inhibition, % at 58.2 µM, hits read low. hit rate 0.67% among 290,000. AID 2472, 2010; in the data active = activity change below about -30%; also: % is scaled to controls: 0 for no effect and ±100 for the full control effect
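Compounds tested against the coupling enzymes alone at 57.5 uM final; readout was AmpLite Red fluorescence (525/598 nm) after 20 min at RT.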
KCNH2 WT inh: qHTS for Inhibitors of KCHN2 3.1: Wildtype qHTS; U2OS, BacMam KCNH2, thallium flux FluxOr; hits give low values; activity change, % at 1.84 µM; hit rate 0.37% among 340,000;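 active = maximum activity change below -70%; inconclusive = maximum activity change between -70% and -50%; inactive = maximum activity change above -50%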; also: % is scaled to controls: 0 for no effect and ±100 for the full control effect
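U2OS cells transduced with wild-type KCNH2 virus are loaded with FluxOr dye for 45 min, and thallium flux is measured in kinetic reads before and after stimulation buffer. Rate constants are normalized to DMSO controls.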
TRPV1 ag: HTS Assay for Compounds that Act as Agonists of the Vanilloid Receptor 1. TRPV1-expressing cells, Fluo-8 calcium influx, agonist mode. hit rate 0.19% among 320,000. AID 540275, 2011. activation, % at 8.33 µM. Transient receptor potential cation channel subfamily V member 1 (Homo sapiens), Q8NER1; in the data active = activation above about 80%; inconclusive = between about 30% and that limit; also: 0% is about no effect
Target sequence (Q8NER1 whole entry, looked up): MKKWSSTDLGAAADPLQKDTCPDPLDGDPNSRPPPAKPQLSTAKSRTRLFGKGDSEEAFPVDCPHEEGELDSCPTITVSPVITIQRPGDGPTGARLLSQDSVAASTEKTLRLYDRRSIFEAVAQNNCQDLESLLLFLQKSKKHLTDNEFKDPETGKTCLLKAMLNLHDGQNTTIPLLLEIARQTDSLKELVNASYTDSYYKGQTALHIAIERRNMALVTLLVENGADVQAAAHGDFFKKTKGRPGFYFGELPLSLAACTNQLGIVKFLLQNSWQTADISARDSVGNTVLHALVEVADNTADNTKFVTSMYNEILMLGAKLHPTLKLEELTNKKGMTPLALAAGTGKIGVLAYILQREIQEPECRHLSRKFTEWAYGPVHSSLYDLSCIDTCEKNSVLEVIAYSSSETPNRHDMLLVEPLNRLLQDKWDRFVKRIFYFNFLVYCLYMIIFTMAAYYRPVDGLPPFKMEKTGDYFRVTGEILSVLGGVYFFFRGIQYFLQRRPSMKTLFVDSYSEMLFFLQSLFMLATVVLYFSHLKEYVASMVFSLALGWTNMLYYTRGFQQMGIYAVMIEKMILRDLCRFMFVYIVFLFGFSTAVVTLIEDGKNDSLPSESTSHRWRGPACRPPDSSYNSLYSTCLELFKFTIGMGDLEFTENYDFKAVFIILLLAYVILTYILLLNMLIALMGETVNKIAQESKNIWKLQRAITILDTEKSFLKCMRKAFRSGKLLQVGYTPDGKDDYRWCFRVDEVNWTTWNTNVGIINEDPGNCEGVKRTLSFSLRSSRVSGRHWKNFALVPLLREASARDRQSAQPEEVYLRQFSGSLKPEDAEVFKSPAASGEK
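Cells expressing TRPV1 were dye-loaded with Fluo-8 and read kinetically: 10 s baseline, 3 min after compound (agonist portion), then 2 min after EC20 capsaicin (allosteric enhancer portion). Calcium-bound dye fluorescence at 480/520 nm.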
A-T KAP1 phos: qHTS Assay for Identifying a Potential Treatment of Ataxia-Telangiectasia | […] A-T fibroblasts, KAP-1 phosphorylation AlphaLISA; neocarzinostatin DNA damage 30 min before lysis | Potency, µM (doses to about 57.5 µM), without a hit: top-dose activation, actives largely listed as activators | AID 485349, 2010 | hit rate 0.19% among 320,000; also: potency is read from the fitted curve at half-maximal effect; % of control where 0% means no effect; nearly all actives have a fitted effect of over 45% in size
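ATM-like activity read as KAP-1 phosphorylation via AlphaLISA donor/acceptor antibody pairs after lysis and 6 hr at 25C. Cells were ATM-null patient fibroblasts ([…], hTERT), dosed 60 min, then exposed to the DSB inducer NCS for 30 min.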
KCNH2 3.1 inh: qHTS for Inhibitors of KCHN2 3.1: Mutant qHTS. hit rate 0.95% among 340,000. U2OS KCNH2 3.1, thallium flux FluxOr; hits give low values. Potassium voltage-gated channel subfamily H member 2, brain isoform KCNH2 3.1 (human). activity change, % (tested at about 1.8 µM);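 active = maximum activity change below -70%; inconclusive = maximum activity change from -70% to -50%; inactive = maximum activity change above -50%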;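 also: thallium influx rate constant from kinetic fluorescence after stimulation buffer; % is scaled to controls: 0 for no effect and ±100 for the full control effect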
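Virally transduced U2OS (3.1 isoform, 4 h infection in dark at RT) → overnight 37 C → FluxOr + Red40 in HBSS/HEPES, 45 min → stimulation buffer, 2 min kinetic read → rate constant vs DMSO controls.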
CXXC DNA block: qHTS Fluorescence Polarization Assay for Inhibitors of MLL CXXC domain - DNA interaction; Histone-lysine N-methyltransferase 2A (Homo sapiens), Q03164; MLL-CXXC / FITC-HOXA9 DNA fluorescence polarization; Potency, µM (doses to about 115 µM), without a hit: at the highest dose activity change, negative = inhibition, usual class: inhibitors; hit rate 0.037% among 290,000; AID 2662, 2010; active = well fitted inhibition curve with a large enough effect in the polarisation, with a control signal flat, not every such curve was filed as active; inconclusive = small, poorly fitted or top-dose-only effect, or effect the other way, or a change in a side signal; inactive = no such curve, though single readings can be large or run the other way; the % refers to the polarisation; also: potency is read from the fitted curve at half-maximal effect
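Fluorescence polarization: 7 uM MLL-CXXC (stock) preincubated 5 min with compounds, then 50 nM fluorescein-HOX-A9 DNA (stock) added; 30 min ambient. Buffer 50 mM Tris-HCl pH 7.5, 50 mM NaCl, 1 mM DTT, 0.05% BSA.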
GALK inh: qHTS Assay for Inhibitors of Human Galactokinase (GALK). Purified GALK, Kinase-Glo residual ATP luminescence. Potency, µM (series often up to 57.5 µM), for the others: top-dose activity change, negative = inhibition, most hits filed as inhibitors. hit rate 0.007% among 270,000. AID 1868, 2009; also: potency is read from the fitted curve at half-maximal effect; % is scaled to controls: 0 for no effect and ±100 for the full control effect
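Compounds were pin-transferred into ATP buffer (35 uM final), then GALK plus galactose (5 nM, 100 uM final) was added. After 1 h at room temperature, Kinase-Glo Plus was added and luminescence read after 10 min.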
MBNL1-CUG inh: qHTS Assay for Inhibitors of MBNL1-poly(CUG) RNA binding. hit rate 0.036% among 280,000. Muscleblind-like protein 1 (Homo sapiens), Q9NR56. Potency, µM (series often up to 57.5 µM), inactives show at the highest dose activity change, negative = inhibition, most hits filed as inhibitors. TR-FRET MBNL1-His/biotin-(CUG)12 binding, 665/545 ratio; active = well fitted inhibition curve with a large enough effect in the signal ratio, with a control signal flat, not every such curve was filed as active; inconclusive = small, poorly fitted or top-dose-only effect, or effect the other way, or a change in a side signal; inactive = no such curve, though single readings can be large or run the other way; the % refers to the signal ratio; also: potency is read from the fitted curve at half-maximal effect; % is scaled to controls: 0 for no effect and ±100 for the full control effect
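MBNL1-His + Biotin-(CUG)12, cpd titration 92 nM–58 uM; Tb anti-His Ab 0.055 ng/ul, SA-XL665 5 nM (final); 60 min RT; ratiometric 665/545 nm, Ex 340 nm; normalized to buffer and full-complex controls.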
Integrin act MD: qHTS for Activators of Integrin-Mediated Alleviation for Muscular Dystrophy; hit rate 0.064% among 350,000; alpha7betagal myoblasts, beta-gal FDG fluorescence, 48 h; Potency, µM (top dose mostly 38.3 µM), for the others: top-dose activation, actives largely listed as activators;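 also: potency is read from the fitted curve at half-maximal effect; 100% = response of the positive control SU9516; nearly all actives have a fitted effect of over 60% in size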
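alpha7betagal+/- myoblasts (passage 13, 250/well) treated 48 h at 37C with compounds at 1:260 dilution of DMSO stock. Lysed, then beta-galactosidase activity read as FDG fluorescence (ex 480/em 540) after 30 min, with pre-read for autofluorescence.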
S-ASM inh: Inhibitors of Secretory Acid Sphingomyelinase (S-ASM): qHTS; AID 504937, 2011; hit rate 0.006% among 340,000; Potency, µM (titrated, usually from 57.5 µM), inactives show at the top dose activity change, negative = inhibition, actives largely listed as inhibitors; Sphingomyelin phosphodiesterase (Homo sapiens), P17405; placental ASM, HMU-PC fluorogenic substrate, 60 min; also: potency is read from the fitted curve at half-maximal effect
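Human placenta-derived ASM preincubated with compound 10 min at room temperature, then reacted with 9 uM (final) fluorogenic HMU-PC substrate for 60 min at 37 C. Stop solution raises pH to 10; fluorescence read at Ex 386/Em 447 nm.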
Numbers without * were called inactive; i = inactive; ? = inconclusive; . = not tested or not shown; [ ] = dose if it differs, or a comment. Unless noted, calls follow the shape of the dose curve; as a rule, active = well fitted curve in the direction sought with a large enough effect; inconclusive = small, poorly fitted or top-dose-only effect, or another doubt; inactive = no such curve, though single readings can be large; an effect the other way counts as inactive or inconclusive.

SMILES	FBPA coupling cs	KCNH2 WT inh	TRPV1 ag	A-T KAP1 phos	KCNH2 3.1 inh	CXXC DNA block	GALK inh	MBNL1-CUG inh	Integrin act MD	S-ASM inh
O=C(NC1CCCCCC1)c1ccc(OCC2CCCO2)cc1 (configuration not stated)	2	-7	20	3%	1	-2%	-2%	3%	1%	-2%
Cc1ccnc(NC(=O)CCC(=O)N(CC(=O)NCc2ccccc2)Cc2cccs2)c1	0	6	5	-2%	6	-9%	-1%	.	-7%	0%
S=c1[nH]nc(-c2cccnc2)n1/N=C/C=C/c1ccco1	-11	5	2	-4%	-27	-6%	0%	16%	23%	2%
CC1(C)CC(=O)C=C(c2ccc(F)cc2OCc2ccccc2)C1	.	18	?	19%	10	.	.	.	7%	-1%
CSc1nsc(SC)c1C(=O)N1CCN(S(=O)(=O)c2ccc(C)cc2)C1C(C)C (configuration not stated)	6	-2	?	-4%	-1	-4%	1%	1%	4%	2%
COc1ccc(-c2nc(=S)c3c(n2Cc2cccnc2)CC(C)(C)OC3)cc1	0	-5	3	-1%	-7	-8%	1%	12%	2%	1%
CCOc1c(Br)cc(CNC2CCCCCCC2)cc1OC	2	4	1	2%	4	0%	-1%	0%	-27%	2%
CC(Oc1ccc(Cl)cc1)c1ccnc(N)n1 (configuration not stated)	-4	14	10	5%	-4	3%	2%	-13%	1%	7%
COc1ccc2cc(C(=O)N3CCCC(Nc4ccc(F)cc4)C3)n(C)c2c1 (configuration not stated)	.	-8	?	-3%	9	-4%	-4%	2%	11%	.
N#CCN(N=Nc1ccccc1)c1ccccc1	2	32	?	-1%	15	13%	-1%	-3%	0%	-3%
COc1ccc(-c2csc(NCc3ccco3)n2)cc1C	-1	4	-2	4%	-9	4%	0%	18%	9%	1%
O=C(CCNC(=O)c1ccc([N+](=O)[O-])cc1)Nc1ccc(F)c(F)c1F	1	-16	-2	-2%	-4	1%	-2%	?	5%	1%
CCn1c(CS(=O)Cc2ccc(Cl)cc2Cl)nnc1SCc1c(Cl)cccc1Cl (configuration not stated)	2	-3	12	0%	-13	3%	-1%	?	-10%[7.66 µM]	-6%
COc1ccc(/C=N/Nc2ccccn2)cc1OC	-6	-4	-1	4%	-9	0%	-1%	?	-13%	0%
Cc1ccccc1NC(=O)NCCCN1CCCC1	2	28	-2	-3%	13	14%	1%	1%	-6%	6%
COCCN(C(=O)COC(=O)CNC(=O)c1ccc(C)cc1)c1c(N)n(Cc2ccccc2)c(=O)[nH]c1=O	.	4	.	.	7	.	.	.	4%	6%
O=C(Nc1cc(F)ccc1F)C1CCN(S(=O)(=O)c2cccc3nonc23)CC1	0	-1	23	-1%	14	-1%	-2%	?	7%	11%
O=C(Cn1ccc([N+](=O)[O-])n1)N1CCc2ccccc21	3	-28	-1	-9%	8	27%	3%	10%	2%	3%
O=C(c1ccc(OC2CCN(Cc3ccccc3OC(F)F)CC2)cc1)N1CCCC1	1	6	-1	18%	1	1%	1%	-17%	-15%	5%
C=CCCC(=O)N1C[C@H]2CON(C)[C@H]2C[C@H]1c1cccc(Nc2ccccc2)c1	.	2	.	.	-14	.	.	.	7%	-4%
COc1ccc(CNC(=O)CS(=O)(=O)Cc2nc(-c3ccc(OC)cc3)oc2C)cc1	0	-4	?	7%	-18	-8%	1%	-2%	17%	0%
Cc1ccc(F)c(CNC(=O)C2CCC(=O)N(Cc3ccccn3)C2)c1F (configuration not stated)	1	-11	0	21%	15	6%	-1%	-15%	6%	0%
Cc1cc2ncn(CC3CC3(Cl)Cl)c2cc1C (configuration not stated)	0	0	?	2%	2	-8%	-2%	-2%	-28%	-1%
CCCC(=O)Nc1ccccc1NC(=O)c1ccc(OCC)c(OCC)c1	0	-4	9	4%	6	5%	7%	-2%	-3%	4%
CCc1cccc2c1NC(=O)C21N2CCCC2C(C(=O)c2ccc3ccccc3c2)C12C(=O)Nc1ccccc12 (configuration not stated)	-4	-2	1	1%	-113*	10%	0%	-1%	15%	-7%
(next part)
SMILES	FBPA coupling cs	KCNH2 WT inh	TRPV1 ag	A-T KAP1 phos	KCNH2 3.1 inh	CXXC DNA block	GALK inh	MBNL1-CUG inh	Integrin act MD	S-ASM inh
Cc1ccc(C(=O)N/C(=C/C=C\c2ccccc2)C(=O)NCc2ccco2)cc1	-1	-5	-3	16%	-2	6%	1%	57%[activator]	14%	-4%
CC(C)Oc1ccc(N2CC(C(=O)Nc3ccc4c(c3)OCO4)CC2=O)cc1 (configuration not stated)	0	1	.	16%	-7	3%	2%	-5%	-23%	-8%
CCOc1ccc(OCCCC(=O)N(C)CC(=O)Nc2ccc(N3CCOCC3)cc2)cc1	.	-1	2	-6%	9	.	.	.	-10%	-2%
CC(Sc1ccc2ccccc2c1)C(=O)NC(N)=O (configuration not stated)	0	-13	17	8%	6	2%	1%	4%	-5%	-5%
CCOc1ccccc1C1CC(=O)Nc2cc(C)c(C)cc21 (configuration not stated)	-5	-5	?	-5%	?	-2%	-2%	-4%	-11%	-1%
COc1ccc(-c2ncnc(C(F)(F)F)c2-c2csc(C)n2)c(O)c1	1	6	1	19%	16	-13%	2%	-4%	0%	-2%
CCc1cc(=O)oc2cc(OCC(N)=O)c(Cl)cc12	-1	1	5	1%	6	7%	-4%	2%	8%	48%[activator]
Cc1ccc2c(c1)N(CC(=O)NCCCN1CCN(C)CC1)C(=O)CO2	1	17	-3	-1%	-4	4%	0%	-2%	-13%	0%
Fc1ccccc1Cc1nnc2n1N=C(c1ccc(Cl)cc1)CS2	-1	2	?	4%	-8	19%	0%	-18%	-3%	1%
Nc1nc(-c2ccc3c(c2)CCC(=O)N3)cs1	1	0	-2	13%	-21	-1%	4%	5%	23%	36%
Cc1ccccc1C(=O)Nc1sc(C)c(C)c1C(=O)c1ccccc1	1	-6	14	-8%	-27	-1%	-3%	9%	9%	-12%
CC(C)(C)c1nnc(NC(=O)c2cccnc2Cl)s1	-1	-5	0	-2%	3	-3%	2%	-3%	14%	3%
CCOC(=O)c1sc(NC(=O)CC2OC(=O)c3ccccc32)nc1C (configuration not stated)	.	23	-2	-6%	-10	.	.	.	21%	-8%
COCCNC(=S)N/N=C/c1ccc(OCc2ccc(C(=O)OC)cc2)cc1	3	i	-3	1%	4	3%	1%	-3%	?	-2%
COc1cc2c(cc1OC)/C(=C/c1ccc(Br)cc1)C(=O)OC2	-8	11	2	-3%	-20	-27%	1%	-3%	19%	-25%
CNc1nc(Cl)nc2ncn(C)c12	.	0	.	.	7	.	.	.	27%	3%
CS(=O)(=O)N1c2ccccc2[C@]2([C@@]34C[C@H]5C(=O)N[C@@H](Cc6ccccc6)C(=O)N5[C@@H]3N(S(C)(=O)=O)c3ccccc34)C[C@H]3C(=O)N[C@@H](Cc4ccccc4)C(=O)N3[C@H]12	.	8	.	.	4	.	.	.	7%	1%
COc1cccc(CNC(=O)C2CCN(C(=O)N(C)C)CC2)c1	-3	-6	-1	-2%	19	4%	0%	-4%	6%	0%
CC(=O)c1c(O)cc(C)n(Cc2ccccc2)c1=O	.	-15	.	.	16	.	.	.	-5%[7.66 µM]	-1%
CCNS(=O)(=O)c1ccc2c(c1)n(C)c(=O)n2C	4	-6	-4	0%	-17	3%	-2%	5%	16%	-2%
CN(NC(=O)c1ccccc1Cl)c1ncc(C(F)(F)F)cc1Cl	2	10	9	4%	-15	12%	.	0%	6%	2%
O=C(NCCCCCCCCNC(=O)c1cccc2ccccc12)c1cccc2ccccc12	.	-18	.	.	-27	.	.	.	34%	-1%
COc1ccc(CC(C)N2CCN(c3ccccc3OC)CC2)cc1OC (configuration not stated)	3	32	3	5%	-29	10%	5%	3%	-7%[7.66 µM]	3%
CCn1cc(/C=N/N=C2\CCC3C4CCc5cc(O)ccc5C4CC[C@]23C)c(C)n1 (some centres not stated)	-3	-2	0	8%	2	17%	-2%	-3%	0%	-9%

Compounds were not picked by outcome; overall some 2% were active at least once.
